Pol eta inh = qHTS for Inhibitors of Polymerase Eta; Potency, µM (series often up to 114 µM), for the others: at the highest dose activity change, negative = inhibition, hits mostly inhibitors; AID 588591, 2011; DNA polymerase eta (Homo sapiens), Q9Y253; recombinant Pol eta, fluorescent DNA replication assay; 390,000 tested, 1.2% active; further: potency means the concentration at half of the fitted maximal effect; on the % scale 0 is the no-effect control and ±100 the full control effect
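Pol eta (10 nM) was preincubated with compounds for 15 min at room temperature, after which fluorescent replication substrate (50 nM final) was added to start the reaction. Fluorescence was read kinetically at 0 and 10 min.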
Pol kappa inh = qHTS for Inhibitors of Polymerase Kappa. Potency, µM (highest dose often 107 µM), inactives show at the top dose activity, negative = inhibition, usual class: inhibitors. purified Pol kappa, fluorescent DNA synthesis assay, 10 min. 400,000 tested, 0.53% active; further: potency means the concentration at half of the fitted maximal effect; on the % scale 0 is the no-effect control and ±100 the full control effect
Target sequence (Q9UBT6 whole entry, looked up): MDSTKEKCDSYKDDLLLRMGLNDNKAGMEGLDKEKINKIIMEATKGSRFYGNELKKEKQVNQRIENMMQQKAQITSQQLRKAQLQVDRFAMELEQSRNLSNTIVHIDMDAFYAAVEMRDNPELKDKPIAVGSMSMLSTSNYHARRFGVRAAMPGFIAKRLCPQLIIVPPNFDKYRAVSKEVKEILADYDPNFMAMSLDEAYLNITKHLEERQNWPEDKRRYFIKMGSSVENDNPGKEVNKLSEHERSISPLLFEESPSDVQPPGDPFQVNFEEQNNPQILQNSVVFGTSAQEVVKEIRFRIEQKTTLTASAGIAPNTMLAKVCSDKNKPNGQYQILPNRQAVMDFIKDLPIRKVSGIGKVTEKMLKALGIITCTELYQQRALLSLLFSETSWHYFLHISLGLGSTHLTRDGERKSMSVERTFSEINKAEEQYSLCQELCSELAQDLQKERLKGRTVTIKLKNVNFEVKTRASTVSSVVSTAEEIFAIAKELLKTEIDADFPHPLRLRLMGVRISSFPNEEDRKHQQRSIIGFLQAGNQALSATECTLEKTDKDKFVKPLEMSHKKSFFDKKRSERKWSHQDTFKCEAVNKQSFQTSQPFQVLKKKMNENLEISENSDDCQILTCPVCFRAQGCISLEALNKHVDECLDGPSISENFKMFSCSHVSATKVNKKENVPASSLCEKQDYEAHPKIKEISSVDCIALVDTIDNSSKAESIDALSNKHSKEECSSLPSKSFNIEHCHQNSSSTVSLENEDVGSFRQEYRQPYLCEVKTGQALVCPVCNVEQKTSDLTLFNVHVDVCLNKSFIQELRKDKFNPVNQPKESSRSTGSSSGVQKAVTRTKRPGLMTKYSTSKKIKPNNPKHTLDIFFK
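10 nM Pol kappa preincubated 15 min at room temperature with compounds, then reaction started with substrate at 50 nM final. Fluorescence read kinetically at 0 and 10 min; buffer-only wells served as negative control.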
Anesthetic bind = qHTS Assay for Identification of Novel General Anesthetics; AID 485281, 2010; apoferritin/1-aminoanthracene competitive binding, fluorescence; Ferritin light chain (Equus caballus), P02791; 350,000 tested, 0.074% active; Potency, µM (titrated, usually from 77.5 µM), without a hit: at the top dose activity change, negative = displacement, hits mostly inhibitors; further: potency means the concentration at half of the fitted maximal effect; on the % scale 0 is the no-effect control and ±100 the full control effect; nearly all actives have a fitted effect of over 20% in size
Target sequence (P02791 2-175 limits assumed): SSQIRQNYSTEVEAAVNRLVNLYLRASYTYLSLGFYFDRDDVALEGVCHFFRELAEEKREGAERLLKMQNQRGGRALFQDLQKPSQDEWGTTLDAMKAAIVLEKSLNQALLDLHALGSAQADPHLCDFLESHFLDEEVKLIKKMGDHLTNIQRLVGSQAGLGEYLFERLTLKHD
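10 uM apoferritin + 50% sat. 1-AMA, PBS; cpd 10 min RT; Ex380/Em535 endpoint; normalized to free probe vs complex; 4-param Hill fit; propofol titration as pos. ctrl.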
APEX1 inh = qHTS Assay for Inhibitors of the Human Apurinic/apyrimidinic Endonuclease 1 (APE1); recombinant APE1, TAMRA/BHQ-2 abasic DNA cleavage fluorescence; Potency, µM (series often up to 65.8 µM), inactives show at the highest dose activity change, negative = inhibition, most hits filed as inhibitors; 350,000 tested, 0.35% active; AID 2517, 2012;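 further: potency means the concentration at half of the fitted maximal effect; plate controls were vehicle for no effect and reference inhibitor for full effect; nearly all actives have a fitted effect of over 55% in size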
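APE1 at 0.75 nM final was preincubated with compound 15 min at room temperature, then 50 nM double-stranded THF abasic-site substrate (5'-TAMRA/3'-BHQ-2) was added. Fluorescence (ex 525/em 598 nm) was read kinetically; third-minus-first read gave activity.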
BLM helicase inh = qHTS Assay for Inhibitors of Bloom's syndrome helicase (BLM); RecQ-like DNA helicase BLM (Homo sapiens), P54132; recombinant BLM DNA unwinding, fluorescence dequenching; Potency, µM (highest dose often 56.1 µM), inactives show at the highest dose activity change, negative = inhibition, actives largely listed as inhibitors; 350,000 tested, 0.2% active;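 further: potency means the concentration at half of the fitted maximal effect; plate controls were vehicle for no effect and no enzyme for full effect; nearly all actives have a fitted effect of over 35% in size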
Pol iota inh = qHTS for Inhibitors of Polymerase Iota | DNA polymerase iota (Homo sapiens), Q9UNA4 | Pol iota fluorescent replication assay, 10 min | Potency, µM (top dose mostly 115 µM), for inactives: at the highest dose activity, negative = inhibition, most hits filed as inhibitors | 390,000 tested, 1% active | AID 588590, 2011; further: potency means the concentration at half of the fitted maximal effect
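Fluorescent replication assay read twice, at 0 min and 10 min after adding 50 nM (final) substrate. Enzyme (10 nM) and compounds were first incubated 15 min at room temperature; enzyme-free buffer wells were negative controls.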
LDHA inh = qHTS assay for inhibitors of human lactate dehydrogenase; purified LDHA, NADH/diaphorase-resazurin fluorescence; stronger effect = lower value; 480,000 tested, 0.15% active; L-lactate dehydrogenase A chain (Homo sapiens), P00338; AID 1347041, 2019; activity change, % (values are at about 110 or 230 µM); in the data active means activity change below about -30%; inconclusive means mostly about -25% to -30%;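 further: plate controls were DMSO wells for no effect and wells without enzyme for full effect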
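Human LDH5 at 2 nM final in Tris HCl pH 7.4 with 0.06 mM NADH and 0.2 mM pyruvate, reacted 5 minutes at room temperature. Remaining NADH coupled via diaphorase/resazurin; resorufin fluorescence read at 0 and 20 minutes, normalized to enzyme-free and DMSO wells.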
Pol beta inh = qHTS Assay for Inhibitors of DNA Polymerase Beta; Potency, µM (top dose mostly 114 µM), for the others: at the top dose activity change, negative = inhibition, hits mostly inhibitors; 340,000 tested, 1.3% active; Pol beta primer extension/strand displacement, fluorescence kinetic; P06746; further: potency means the concentration at half of the fitted maximal effect; on the % scale 0 is the no-effect control and ±100 the full control effect
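Values derive from four-parameter Hill fits of normalized kinetic data: reads at 0 and 10 min following addition of 50 nM substrate to 10 nM Pol beta preincubated 15 min with compound.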
Glioma ERSR ind = qHTS for Inducers of the Endoplasmic Reticulum Stress Response (ERSR) in Human Glioma: qHTS. 420,000 tested, 0.02% active. U87-MG GRP78 promoter luciferase reporter, 16 h. AID 602332, 2012. Potency, µM, for the others: at the highest dose activation, actives largely listed as activators; further: potency means the concentration at half of the fitted maximal effect; series mostly up to about 76 µM; % of control where 0% means no effect; nearly all actives have a fitted effect of over 35% in size
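ERSR induction read as luciferase luminescence (Bright-Glo, 10 min at room temperature) in stably transfected human U87-MG glioma cells exposed to compounds for 16 h, using GRP78 as sensor.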
An asterisk follows results filed as active; ? = inconclusive; · = not tested or not shown; & = joins results of further samples; ! = not active in a repeat; [ ] = dose if it differs, or a comment. Unless noted, the call rests on the fitted dose curve; in most records, active means well fitted curve in the direction sought with a large enough effect; inconclusive means small, poorly fitted or top-dose-only effect, or another doubt; inactive means no such curve, though single readings can be large; an effect the other way counts as inactive or inconclusive.

SMILES	Pol eta inh	Pol kappa inh	Anesthetic bind	APEX1 inh	BLM helicase inh	Pol iota inh	LDHA inh	Pol beta inh	Glioma ERSR ind
CC1(C(=O)NC2CCCC2)CCC(=O)N1Cc1ccccc1 (stereo unspecified)	11%	-3%	-10%	-8%	2%	25%	-6	0%	-7%
C=CCS(=O)(=O)c1cccc2cccnc12	4%	-6%	-6%	3%	-1%	16%	-4	0%	-3%
O=C(O)CCn1cnc2ccccc2c1=O	-1%	5%	-2%	-6%	0%	7%	-8	0%	-2%
Cc1ccc(-c2csc3nnc(SCC(=O)N4CCN(Cc5ccccc5)CC4)n23)cc1	-21%	-7%	?	-4%	-3%	9%	-7	-8%	0%
Cc1ccc(C(=O)Nc2cccc(C(F)(F)F)c2)cc1Nc1ccccn1	-11%	-25%	-21%	35µM*	-13%	?	0	?	-3%
CC(C)NC(=O)NC(=O)CSc1ccccc1F	-15%	-2%	-13%	4%	2%	18%	-4	?	-2%
CCOC(=O)c1noc2ncnc(Nc3ccc(F)cc3F)c12	1%	-22%	-1%	·	-1%	-6%	-13	1%	-4%
COCCCNc1nc2c(c(=O)n(C)c(=O)n2C)n1Cc1ccccc1	-15%	-18%	2%	·	2%	40%[activator]	-2	2%	-6%
COc1ccccc1N(CC(O)CN1CCCCC1)S(=O)(=O)c1ccc(C)cc1 (stereo unspecified)	-12%	-1%	-1%	60%	-5%	39%[activator]	-4	-12%	-5%
CCN(C[C@H]1N[C@@](CC)(C(=O)OC)[C@H]2C(=O)N(C)C(=O)[C@@H]12)C(=O)Nc1ccc(C)cc1	-9%	-12%	·	12%	·	-13%	0	·	4%
O=C(Nc1ccc(N2CCN(Cc3ccccc3)CC2)cc1)c1ncn[nH]1	-5%	2%	-15%	8%	-2%	-8%	6	-1%	-1%
O=C(O)C1C(c2ccccc2)C(C(=O)OCc2ccco2)C1c1ccccc1 (stereo unspecified)	79µM*	-26%	-4%	3%	-2%	?	-4	?	-2%

Brought forward from above: five entries, then new ones.
SMILES	Pol eta inh	Pol kappa inh	Anesthetic bind	APEX1 inh	BLM helicase inh	Pol iota inh	LDHA inh	Pol beta inh	Glioma ERSR ind
COCCCNc1nc2c(c(=O)n(C)c(=O)n2C)n1Cc1ccccc1	-15%	-18%	2%	·	2%	40%[activator]	-2	2%	-6%
COc1ccccc1N(CC(O)CN1CCCCC1)S(=O)(=O)c1ccc(C)cc1 (stereo unspecified)	-12%	-1%	-1%	60%	-5%	39%[activator]	-4	-12%	-5%
CCN(C[C@H]1N[C@@](CC)(C(=O)OC)[C@H]2C(=O)N(C)C(=O)[C@@H]12)C(=O)Nc1ccc(C)cc1	-9%	-12%	·	12%	·	-13%	0	·	4%
O=C(Nc1ccc(N2CCN(Cc3ccccc3)CC2)cc1)c1ncn[nH]1	-5%	2%	-15%	8%	-2%	-8%	6	-1%	-1%
O=C(O)C1C(c2ccccc2)C(C(=O)OCc2ccco2)C1c1ccccc1 (stereo unspecified)	79µM*	-26%	-4%	3%	-2%	?	-4	?	-2%
Cc1ccccc1NC(=O)CSCc1cc(=O)n2ccsc2n1	-13%	-4%	0%	19%	0%	35%[activator]	-14	-1%	-6%
Cc1ccc(OCc2ccc(C(=O)O)o2)c([N+](=O)[O-])c1	?	-17%	14%	5%	7%	6%	-7	7%	-9%
CCCC(=O)OCCNc1cc(Sc2nc3ccccc3[nH]2)c2nonc2c1[N+](=O)[O-]	?	-13%	?	9%	-12%	?	17	6%	-16%
Cc1ccc(/C=C/C(=O)N2CCCC(C)C2)cc1 (stereo unspecified)	-14%	-14%	-12%	0%	-2%	6%	-5	29%	-9%
CCOC(=O)Cc1cc(=O)c2cc(C)ccc2[nH]1	1%	-5%	-5%	-3%	-5%	18%	1	15%	-6%
COc1ccc(NC(=O)C23CCC(C)(C(=O)C2)C3(C)C)cc1 (stereo unspecified)	-11%	-5%	-8%	-4%	-1%	14%	-7	2%	-2%
CC(=O)N1CCc2cc(S(=O)(=O)NCCC(=O)NC3CCCc4ccccc43)ccc21 (stereo unspecified)	-8%	-24%	-5%	1%	1%	7%	-5	-2%	-2%
CCn1c(CNS(=O)(=O)c2ccc(Br)cc2)n[nH]c1=S	-13%	10%	-2%	21%	-4%	-20%	0	29%	-4%
O=C(Nc1nc(-c2ccc(F)c(F)c2)cs1)c1ccc(OCC2CCCO2)cc1 (stereo unspecified)	-4%	-7%	-16%	13%	-8%	9%	-8	-9%[57.1 µM]	-4%
Cc1ccc(-c2csc3ncnc(Nc4ccc(C(=O)O)cc4)c23)cc1	79µM*!	-10%&-9%	-4%&50%	6%	-7%&-7%	-4%&-26%	-20&-1	?	-2%&-4%
COc1ccc(C(=O)OCC(=O)NC2CC2)cc1S(=O)(=O)N1CCOCC1	-5%	0%	3%	40%[activator]	-7%	18%	-3	5%	-5%
O=C(CN1C(=O)CSc2ccc(S(=O)(=O)N3CCCC3)cc21)NCc1ccccc1Cl	-6%	-16%	-9%	·	-3%	-7%	-12	-27%	-3%
O=C(NNc1nc(N2CCOCC2)nc(N2CCOCC2)n1)Nc1ccc(Cl)cc1	·	·	-1%	-2%	-1%	·	·	-14%	·
COc1ccccc1NC(=O)C1CCN(c2ncnc3c2nc2n3CCCCC2)CC1	7%&-20%	1%	-2%&-13%	1%	-3%&0%	-7%&10%	-1&4	16%&-18%	-4%&-2%
CC1CC(C)CN(C(=O)Cn2c(=O)n(CCCCC(=O)NC3CCCC3)c(=O)c3ccccc32)C1 (stereo unspecified)	-4%	3%	-2%	0%	-1%	4%	-4	10%	-3%
COc1ccc(-c2cc(-c3ccccc3)nc(-c3ccc4c(c3)NC(=O)CO4)c2)cc1	-9%	-7%	-5%	1%	-1%	14%	0	-11%	-8%
COc1ccccc1CN(CC(=O)NCc1ccc(F)cc1)C(=O)c1csnn1	-15%	-9%	-10%	2%	-2%	45%[activator]	-7	-28%	-4%
O=C1/C(=C/c2ccc(F)cc2)SC(=S)N1N1CCOCC1	7%	-5%	9%	1%	-5%	10%	-4	-3%	0%
CCOc1cccc(C2CC(=O)Nc3cc4c(cc32)OCCO4)c1 (stereo unspecified)	-11%	1%	-9%	·	-7%	0%	-7	1%	-3%
O=[N+]([O-])c1ccc(C[n+]2cccc3ccccc32)cc1	-18%	7%	-8%	-9%	-8%	87%[activator]	2	?	-3%
CNC(=O)c1ccsc1NC(=O)c1sc2ccccc2c1Cl	?	?	7%	-1%	-21%	?	-8	14µM*	1%
O=C(Nc1cccc2ccccc12)N1CC=C(c2ccccc2)CC1	-11%	-17%	-5%	10%	-8%	6%	5	-4%	2%
Cc1cccc(Nc2nc(N)c([N+](=O)[O-])c(N3CCC(C)CC3)n2)c1	-23%	-15%	-23%	-3%	-16%	141%[activator]	-8	-28%	-4%
CCc1ccc(-n2c(SCc3nc(-c4cc(OC)ccc4OC)no3)nnc2-c2ccccc2)cc1	-16%	2%	66%[activator]	·	-4%	-2%	0	19%	2%
O=C(Cn1cnc2ccccc21)Nc1ccccc1-c1ccccc1	4%	2%	-7%	-5%	-1%	?	-9	98%	-5%
C=CCn1c(=O)/c(=C/c2ccc(C)o2)s/c1=C(/C#N)C(=O)c1ccccc1	6%	?	?	-3%	-16%	?	10	?	6%
C=CCNC(=O)C1CC(=O)N(c2ccc(OCC(=O)Nc3ccccc3)cc2)C1 (stereo unspecified)	6%	-4%	-8%	0%	-1%	16%	-1	2%	0%
c1cncc(-c2csc(-c3cccnc3)n2)c1	-15%	8%[60.1 µM]	-11%	23%	2%	7%	-4	29%	-1%
CN(C)c1ccc(P(=O)(COc2ccc([N+](=O)[O-])cc2)c2ccc(N(C)C)cc2)cc1	-25%	1%	0%	2%	-8%	-2%	5	?	-4%
CCOC(=O)c1c[nH]c2nc(C)ccc2c1=O	-16%	?	-10%	-3%	-11%	-6%&23%	2	-9%	7%&-2%
CCn1ncc(Br)c1C(=O)Nc1ncc(C)s1	-10%	2%	-7%	-1%	-3%	-6%	2	3%	5%
COCCCNC(=O)CSc1nc2cc3c(cc2c(=O)n1CCCCCC(=O)NCCc1ccc(OC)c(OC)c1)OCO3	-19%	-5%[60.1 µM]	0%	·	3%	23%	-7	2%	-2%
CC(C)n1c(SCC(=O)NCc2ccco2)nnc1C1CC1	-8%	4%	-2%	54%[activator]	0%	14%	0	12%	-3%
CSc1cccc(NC(=S)N2CCC(N(C)C(C)C)CC2)c1	-6%	-13%	-5%	1%	-5%	118%[activator]	-5	0%	-5%
CN(C)C(=O)c1ccc(Cl)cc1[N+](=O)[O-]	-7%	0%	-3%	0%	2%	120%[activator]	3	-1%	-6%
O=C(CSc1nc2ccccc2c(=O)n1CCCC(=O)N1CCCC1)NCc1ccco1	1%	-9%	-7%	4%	-1%	-2%	-2	6%	-4%
COCc1cc(C)nc(NC2CCCCC2)c1C#N	-9%	3%	-12%	-5%	-5%	8%	-1	5%	2%
Cc1ccc(NC(=O)CC(C)c2ccccc2)cc1S(=O)(=O)N1CCOCC1 (stereo unspecified)	-10%	-10%	·	0%	·	98%[activator]	-3	·	-4%
COC(=O)[C@H](CCSC)NC(=O)Nc1ccc(OC)cc1OC	0%	-2%	-13%	2%	-4%	15%	-6	-9%	-4%
COc1ccc(NS(=O)(=O)Cc2ccccc2Cl)cn1	-12%	-18%	-13%	-3%	-1%	-6%	2	11%	-3%
COC(=O)c1ccc(Nc2nnc(-c3ccc(C)c(S(=O)(=O)NCC4CCCO4)c3)c3ccccc23)cc1 (stereo unspecified)	-1%	-12%	-6%	21%	-2%	126%[activator]	-9	-4%	-4%

Compound activity from PubChem BioAssay.

A portion of the library. The share of hits here may be higher or lower than overall.
